# CHRM1 antagonist = human M1 muscarinic receptor antagonists, primary screen, CHO-K1 cells, Fluo-8 calcium fluorescence, 1536-well | Muscarinic acetylcholine receptor M1 (Homo sapiens), P11229 | hit rate 1.3% among 360,000 | CHO-K1 hM1, ACh EC80 antagonist | inhibition, % at 3 µM;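 active means percent inhibition above its own plate's cutoff, namely the mean of that plate's compound wells plus 3 SD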;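 further: peak over basal fluorescence ratio during 140 s after agonist addition; 0% = ACh EC80 plus DMSO and 100% = DMSO alone without agonist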
# CHRM1 PAM = human M1 muscarinic receptor positive allosteric modulators, primary screen, CHO-K1 cells, Fluo-8 calcium fluorescence, 1536-well | Muscarinic acetylcholine receptor M1 (Homo sapiens), P11229 | AID 588819, 2011 | CHO-K1 hM1, ACh EC20; 0% = ACh EC20, 100% = maximal ACh | hit rate 0.088% among 360,000 | activation, % at 3 µM; in the data active means activation above about 19%, passing the limit was not always enough
# TAAR1 ag = human TAAR1 agonists, primary screen, Fluo-8 calcium fluorescence, CHO RD-HGA16 cells | Trace amine-associated receptor 1 (Homo sapiens), Q96RJ0 | activation, % at 3 µM | hit rate 0.99% among 360,000 | AID 624467, 2012 | vehicle wells 0%, saturating PEA agonist 100%;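 active means activation above the mean activation of all test compounds in the run plus 3 SD, cut at about 38% in these data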
# Target sequence (Q96RJ0 whole entry, looked up): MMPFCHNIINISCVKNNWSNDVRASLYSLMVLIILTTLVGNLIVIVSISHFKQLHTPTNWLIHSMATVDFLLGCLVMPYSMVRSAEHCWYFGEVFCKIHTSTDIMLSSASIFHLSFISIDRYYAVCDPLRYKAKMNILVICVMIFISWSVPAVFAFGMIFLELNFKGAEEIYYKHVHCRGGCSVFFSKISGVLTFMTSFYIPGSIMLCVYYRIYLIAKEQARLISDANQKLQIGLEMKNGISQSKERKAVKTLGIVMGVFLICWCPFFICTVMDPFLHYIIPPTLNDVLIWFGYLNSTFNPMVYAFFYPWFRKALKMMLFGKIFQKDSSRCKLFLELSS
#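 Test system: RD-HGA16 (CHO) cells co-expressing Gα16 and hTAAR1 | Doses: Single dose, 3 µM | Schedule: 17-24 h seeding, 75 min 37 °C dye, 30 min RT | Evaluation: % activation from peak over basal fluorescence ratio, DMSO-to-PEA scaled | Technique: Kinetic Fluo-8 calcium fluorescence | Benchmarks: Low control DMSO, high control PEA (EC100)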
# CHO parental Ca = ATP-evoked calcium signal inhibitors, parental CHO, primary screen, counter-screen for OX1R antagonist project, cell-based, fluorescence, Fluo-8 calcium dye | parental CHO-K1, ATP-induced calcium, Fluo-8 fluorescence | inhibition, % at 5.6 µM | hit rate 0.63% among 330,000 | AID 463079, 2010;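 active means inhibition above that plate's mean sample inhibition plus 3 SD, cut at about 26% in these data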;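 further: 0% = ATP-challenged DMSO wells and 100% = DMSO wells without ATP; some compounds past the cut are filed as inactive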
#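 test system = CHO parental line | reagent = ATP stimulus | measured by = intracellular calcium via Fluo-8 no-wash fluorescent dye | control set = ATP and no-ATP DMSO wells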
# TAAR1 antagonist = human TAAR1 antagonists, primary screen, Fluo-8 calcium fluorescence, CHO RD-HGA16 cells | antagonist | inhibition, % at 3 µM | hit rate 1.5% among 360,000;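 active means inhibition above a per-plate cutoff, the mean inhibition of test compounds on that plate plus 3 SD, cut at about 49% in these data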;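 further: 0% = DMSO plus EC80 beta-PEA response and 100% = DMSO alone without agonist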
#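 Assay system: RD-HGA16 CHO cells with stable hTAAR1 and Gα16 / Reagent: EC80 β-phenethylamine stimulus / Doses: 3 µM, single point / Timing: dye loading 75 min at 37 °C, then 30 min room temperature / Measured by: Fluo-8 intracellular calcium dye fluorescence, real-time kinetic reads / Controls: vehicle wells and EC80 agonist wells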
# CHRM1 agonist = human M1 muscarinic receptor agonists, primary screen, Fluo-8 calcium fluorescence, CHO-K1 cells, HTS; Muscarinic acetylcholine receptor M1 (Homo sapiens), P11229; activation, % at 3 µM; hit rate 0.33% among 360,000; CHO-K1 hM1, agonist mode; 0% DMSO, 100% acetylcholine EC100;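 active means activation above the run's mean compound activation plus 3 SD, cut at about 16% in these data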;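 further: peak over basal fluorescence ratio within a 140 s kinetic read after compound addition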
# V1aR counter = agonists of human V1a receptor, primary screen, counter-screen for OXTR agonist project, fluorescence, CHO-V1R cells; Fluo-8 calcium fluorescence, agonist mode; 0% DMSO, 100% 3 nM vasopressin; hit rate 0.25% among 320,000; activation, % at 3 µM;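 active means activation above the mean activation of all tested compounds plus 3 SD, per screening run, cut at about 20% in these data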;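 further: signal is peak over basal fluorescence ratio across a 100 second FLIPR read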
# Target sequence (P37288 whole entry, looked up): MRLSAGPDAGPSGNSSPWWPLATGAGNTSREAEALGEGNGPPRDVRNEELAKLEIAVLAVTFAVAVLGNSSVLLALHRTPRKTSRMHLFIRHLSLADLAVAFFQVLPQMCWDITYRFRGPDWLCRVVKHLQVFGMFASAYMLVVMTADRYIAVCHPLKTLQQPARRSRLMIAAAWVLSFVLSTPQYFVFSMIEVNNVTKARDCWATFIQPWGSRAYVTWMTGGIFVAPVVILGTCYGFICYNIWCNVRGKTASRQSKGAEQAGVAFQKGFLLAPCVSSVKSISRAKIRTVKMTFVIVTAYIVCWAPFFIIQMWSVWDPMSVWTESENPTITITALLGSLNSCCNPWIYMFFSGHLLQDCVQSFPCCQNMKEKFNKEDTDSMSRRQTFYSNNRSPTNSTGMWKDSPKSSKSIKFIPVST
# OXTR potentiate = human OXTR potentiators, primary screen, fluorescence, CHO-OTR cells, Fluo-8 calcium | Fluo-8 calcium fluorescence, potentiator mode; 0% = oxytocin EC15, 100% = EC100 | activation, % at 3 µM | hit rate 0.061% among 320,000 | AID 2445, 2010;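 active means activation above that plate's cutoff, the mean activation of tested compounds plus 3 SD, cut at about 6.6% in these data, passing the limit was not always enough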;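 further: 100% uses oxytocin at 75 nM as the full agonist control; some results filed as inactive read as strong as hits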
#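 Material: CHO-OTR cells, human receptor; compound dosing: single dose, 3.0 µM nominal final compound concentration; schedule: 6 min compound pre-incubation at room temperature, 100 s kinetic read; measured by: kinetic Fluo-8 calcium fluorescence; read-out basis: % activation vs EC15 and EC100 oxytocin; controls: EC15 oxytocin alone as 0%, 75 nM oxytocin as 100%; replicates: singlicate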
# OXTR ag = human OXTR agonists, primary screen, fluorescence, CHO-OTR cells, Fluo-8 calcium; Oxytocin receptor (Homo sapiens), P30559; Fluo-8 calcium fluorescence; normalized: DMSO 0%, oxytocin 100%; activation, % at 3 µM; hit rate 0.32% among 320,000; AID 2435, 2010;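 active means activation above the mean of all tested compounds plus 3 SD, cutoff set per screening run, cut at about 20% in these data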;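 further: peak over basal fluorescence ratio from a 100 s FLIPR kinetic read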
# Numbers without * were called inactive; x = not tested or not shown.
[1] O=C(CSCc1cccc(Cl)c1)N1CCN(Cc2ccc3c(c2)OCO3)CC1
[2] COc1ccc(/C=C(\NC(=O)c2cccs2)C(=O)Nc2ccccc2C)cc1OC
[3] CC(C)Cn1c(SCC(=O)NCc2ccco2)nnc1-c1ccncc1
[4] Cc1nc2cc(-n3ccc(=O)cc3)ccc2n1-c1ccccc1
[5] O=C(Nc1cc(Cl)ccc1Cl)C1CCCO1 (stereo not drawn)
[6] O=C(NCC(c1ccco1)N1CCCC1)c1sc2ccccc2c1Cl (stereo not drawn)
[7] COCON1C(=O)CN(C(C)=O)C1c1ccc(Cl)cc1Cl (stereo not drawn)
[8] CCOc1ccc(N2C(=O)CC(n3ccc(C)n3)C2=O)cc1 (stereo not drawn)

assay / entry,1,2,3,4,5,6,7,8
CHRM1 antagonist,-2,5,-4,2,-17,8,-8,-8
CHRM1 PAM,-1,-4,6,-3,12,-10,5,1
TAAR1 ag,11,9,1,9,-2,4,4,1
CHO parental Ca,-8,-5,-7,-6,2,-31,-6,0
TAAR1 antagonist,3,17,0,2,-9,-11,8,6
CHRM1 agonist,-5,-3,-7,-7,-4,-11,-2,-1
V1aR counter,2.6,1.3,-0.2,0.9,1.1,-0.4,0.6,-0.9
OXTR potentiate,-22,-7,-2,-3,-2,-5,-3,-12
OXTR ag,4.1,7.8,0.4,0.4,-0.4,-0.3,0.5,-0.7

# The final 3 entries of the section above are carried over, then new ones follow:
[6] O=C(NCC(c1ccco1)N1CCCC1)c1sc2ccccc2c1Cl (stereo not drawn)
[7] COCON1C(=O)CN(C(C)=O)C1c1ccc(Cl)cc1Cl (stereo not drawn)
[8] CCOc1ccc(N2C(=O)CC(n3ccc(C)n3)C2=O)cc1 (stereo not drawn)
[9] CC(c1ccon1)N(C)Cc1cn(C)nc1-c1ccc2c(c1)OCCO2 (stereo not drawn)
[10] CCOc1ccccc1OCCC(=O)OCC(=O)Nc1c(C)cc(C)cc1C
[11] CC(C)C(NC(=O)Cc1ccccc1[N+](=O)[O-])C(C)C
[12] CCOC(=O)c1ccc(NC(=S)NCC(O)c2ccccc2)cc1 (stereo not drawn)
[13] CCOC(=O)C1CCN(Cc2cccc(OCc3ccccc3)c2)CC1
[14] COC(c1ccccc1)c1nnc(CCC(=O)NC2CCCCC2)o1 (stereo not drawn)
[15] CCCOc1cccc(C(=O)Nc2cccnc2)c1
[16] CCCOC(=O)CSC1=C(C#N)C(c2ccccc2OCC)C(C#N)C(=O)N1 (stereo not drawn)

assay / entry,6,7,8,9,10,11,12,13,14,15,16
CHRM1 antagonist,8,-8,-8,-17,-22,-6,34*,-4,-16,-11,-8
CHRM1 PAM,-10,5,1,13,10,4,-14,-12,9,10,6
TAAR1 ag,4,4,1,3,0,4,12,-1,8,1,0
CHO parental Ca,-31,-6,0,-2,-15,-5,16,-23,-26,6,-17
TAAR1 antagonist,-11,8,6,-3,-11,-8,13,-3,7,11,-4
CHRM1 agonist,-11,-2,-1,-1,-2,-7,-3,-10,-3,-2,0
V1aR counter,-0.4,0.6,-0.9,-0.1,-0.8,0.1,11,-0.9,0.0,-0.9,2.5
OXTR potentiate,-5,-3,-12,-6,-7,-2,-9,-1,-8,-4,-5
OXTR ag,-0.3,0.5,-0.7,1.5,-2.9,-1.9,9.3,-2.1,6.6,-1.2,0.1

[17] CCC(C)(C)n1nnnc1C(c1ccc(O)c(OC)c1)N1CCN(c2nc3ccccc3s2)CC1 (stereo not drawn)
[18] Cn1c(=O)n(CCCOc2ccc(Cl)cc2)c2ccccc21
[19] O=C1CCCCC1c1cccc2ccccc12 (stereo not drawn)
[20] CSc1nc2cc3c(cc2n1C(=O)c1ccc(C)cc1)OCCO3
[21] Cc1onc(-c2c(F)cccc2Cl)c1C(=O)N[C@@H]1C(=O)N2C(C(=O)O)C(C)(C)S[C@H]12 (stereo partly drawn)
[22] COc1cc2c(cc1OC)C(c1ccco1)CC(=O)N2 (stereo not drawn)
[23] CCn1c(SCC(=O)OC2CCCCC2)nc2ccccc2c1=O
[24] CC(C)(C)NC(=O)C(=O)NC(=O)c1c(F)cccc1Cl

assay / entry,17,18,19,20,21,22,23,24
CHRM1 antagonist,4,-42,0,-1,-29,8,8,x
CHRM1 PAM,-2,1,0,5,7,-6,-3,x
TAAR1 ag,12,6,3,7,2,1,12,1
CHO parental Ca,-19,-19,12,-5,-9,0,-44,-24
TAAR1 antagonist,7,7,-2,13,-4,-17,6,-17
CHRM1 agonist,-4,-3,-4,-7,-5,-1,-3,x
V1aR counter,0.2,-1.1,-0.1,-0.4,0.5,0.3,-1.3,0.0
OXTR potentiate,-4,-9,-3,3,7,-5,3,-5
OXTR ag,-0.7,-2.3,-1.6,-1.4,-0.4,0.7,-0.8,0.7

# Entries shown so far that contain fluorine:
[21] Cc1onc(-c2c(F)cccc2Cl)c1C(=O)N[C@@H]1C(=O)N2C(C(=O)O)C(C)(C)S[C@H]12 (stereo partly drawn)
[24] CC(C)(C)NC(=O)C(=O)NC(=O)c1c(F)cccc1Cl

assay / entry,21,24
CHRM1 antagonist,-29,x
CHRM1 PAM,7,x
TAAR1 ag,2,1
CHO parental Ca,-9,-24
TAAR1 antagonist,-4,-17
CHRM1 agonist,-5,x
V1aR counter,0.5,0.0
OXTR potentiate,7,-5
OXTR ag,-0.4,0.7

# Other compounds:
[25] CC(=O)c1c(C)nc(C)nc1NC(=O)Cc1ccccc1
[26] O=C(CN1C(=O)NC2(CCCCCC2)C1=O)c1ccc(OC(F)F)cc1OC(F)F
[27] C[C@H]1CN([C@@H](C)CO)C(=O)c2cc(Br)cnc2O[C@H]1CN(C)C(=O)c1ccccn1
[28] S=C(Nc1ccccc1)N1CCN(C(=S)c2ccccc2)CC1
[29] COc1ccc(S(=O)(=O)Nc2ccc(Oc3ncccn3)c(Cl)c2)cc1
[30] Cc1ccc(C)c(NC(=O)C(OC(=O)c2ccc(CO)cc2)c2ccccc2)c1 (stereo not drawn)
[31] COc1ccc(S(=O)Cc2ccc(C(=O)NC3CC3)o2)cc1 (stereo not drawn)
[32] CC(=O)N(c1ccccc1)C1CC(C)N(C(=O)c2ccccc2)c2ccccc21 (stereo not drawn)

assay / entry,25,26,27,28,29,30,31,32
CHRM1 antagonist,-2,-8,-8,1,-14,-6,-12,-12
CHRM1 PAM,-5,6,10,0,2,5,11,11
TAAR1 ag,7,5,4,4,15,1,4,-1
CHO parental Ca,2,-22,x,-13,-17,x,-8,-22
TAAR1 antagonist,10,-2,-4,-6,5,-6,-15,6
CHRM1 agonist,-1,-4,-4,-6,13,-3,-1,-4
V1aR counter,-0.1,0.7,x,1.4,2.2,x,-0.1,-0.5
OXTR potentiate,-11,-7,x,-14,-16,x,-9,-23
OXTR ag,-0.8,-2.1,x,0.7,3.9,x,-0.8,-1.5

[33] O=C(NCc1ccccc1)Nc1cccn(Cc2ccc(F)cc2)c1=O
[34] O=C(CCCCO)c1ccc(O)c(Cl)c1
[35] O=C(CN1CCCc2ccccc21)Nc1cccc(S(=O)(=O)N2CCCC2)c1
[36] CCn1cc([N+](=O)[O-])c(C(=O)N2CCN(C(=O)c3ccco3)CC2)n1
[37] O=C1c2cccc3c2N(CCC3)C(=O)C1(F)c1ccccc1 (stereo not drawn)
[38] CC(CN)(NS(=O)(=O)c1ccccc1)c1ccccc1 (stereo not drawn)
[39] COc1ccccc1CNC(=S)Nc1ccc(F)cc1
[40] COc1ccc(C(=O)Nc2ccc(NC(=O)Cc3ccccc3)cn2)cc1

assay / entry,33,34,35,36,37,38,39,40
CHRM1 antagonist,-12,0,-9,3,-8,12,4,-23
CHRM1 PAM,3,-1,-3,3,8,-8,-6,12
TAAR1 ag,-2,1,3,0,0,1,1,23
CHO parental Ca,-16,-3,x,3,-21,x,-7,-4
TAAR1 antagonist,0,0,8,17,-46,-9,3,-4
CHRM1 agonist,-7,-5,-6,0,-4,-2,-6,0
V1aR counter,4.3,1.2,x,-0.4,-1.2,x,-1.1,1.1
OXTR potentiate,-4,-5,x,-3,-12,x,-9,-1
OXTR ag,-0.6,0.6,x,-0.8,-1.7,x,2.5,2.0

[41] CCN1C(=O)/C(=C\N(C)C)NC1=S
[42] O=C(c1ccc(COc2ccccc2Cl)o1)N1CCOCC1
[43] Cc1cccc(C)c1NC(=O)CN
[44] COc1ccc(CN2CCNC(=O)C2CC(=O)N(C)CCC2CCOCC2)c(OC)c1 (stereo not drawn)
[45] CC1=C(C(=O)N(C)C)CC(CC(=O)NCCCCc2ccccc2)C(=O)N1Cc1ccc(F)cc1 (stereo not drawn)
[46] O=C(Nc1ccc(Cl)cc1Cl)C1CCC(=O)N1Cc1ccccc1Cl (stereo not drawn)
[47] CCn1cc(C(=O)N2CCc3ccccc32)c(=O)c2cc(S(=O)(=O)N3CCCCCC3)ccc21
[48] CCCCNC(=O)C(CC)(ONc1ccccc1C(F)(F)F)c1ccccc1 (stereo not drawn)
[49] CN(CC(=O)Nc1ccccc1Br)C(=O)Cn1[nH]c(=O)c2ccccc2c1=O
[50] Cc1nnc(SCC(=O)Nc2nsc(-c3ccc(C(C)(C)C)cc3)n2)s1
[51] COc1ccccc1C(=O)Nc1ccc2c(c1)nc1n2CCN(Cc2ccccc2)C1

assay / entry,41,42,43,44,45,46,47,48,49,50,51
CHRM1 antagonist,-3,-6,-22,17,8,9,1,-2,-18,-2,-1
CHRM1 PAM,3,5,2,-4,-15,-5,5,-3,4,-8,2
TAAR1 ag,1,0,5,0,6,11,7,6,7,2,7
CHO parental Ca,-7,6,-6,1,x,-30,-22,5,-24,-13,-9
TAAR1 antagonist,5,-7,-15,-14,-10,2,32,26,-30,59*,4
CHRM1 agonist,-6,-3,0,-2,35*,-1,-8,-9,-1,-5,-4
V1aR counter,0.6,-0.4,0.1,-1.0,x,4.0,-0.4,-1.6,-0.1,4.0,-0.4
OXTR potentiate,-1,-4,-3,-8,x,-9,0,-1,-1,-7,-6
OXTR ag,0.4,1.0,1.0,0.3,x,3.5,-1.4,-1.4,-1.1,-0.7,-1.6

# Screening data (PubChem BioAssay)
